Screens deposited in PubChem BioAssay by National Center for Advancing Translational Sciences (NCATS).
D3 antag = blocks the human D3 dopamine receptor; 360,000 compounds, 2.5% hits; D3R cells, DiscoveRx beta-arrestin luminescence, antagonist mode; hits give low values; max response, negative = inhibition, %; P35462; in the data active means max response below about -50%; inconclusive means no clear call, values can overlap the other calls; further: on the % scale 0 is the no-effect control and ±100 the full control effect; mostly tested at two doses, the higher about 12 µM
Target sequence (P35462 whole entry, looked up): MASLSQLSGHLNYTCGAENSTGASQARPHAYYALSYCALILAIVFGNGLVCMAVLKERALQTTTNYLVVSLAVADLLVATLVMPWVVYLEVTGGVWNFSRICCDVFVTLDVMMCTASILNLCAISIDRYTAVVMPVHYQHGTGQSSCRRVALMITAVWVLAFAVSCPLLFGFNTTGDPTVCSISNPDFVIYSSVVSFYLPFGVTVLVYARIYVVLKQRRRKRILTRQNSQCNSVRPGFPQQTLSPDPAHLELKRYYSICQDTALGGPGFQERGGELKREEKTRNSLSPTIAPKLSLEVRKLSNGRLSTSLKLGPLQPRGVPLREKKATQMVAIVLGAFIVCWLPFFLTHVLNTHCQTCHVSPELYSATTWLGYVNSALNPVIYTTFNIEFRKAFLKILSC
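Cells plated overnight at 1500 cells/well, then exposed to library compounds with dopamine controls for 90 minutes at 37 degrees C. DiscoveRx reagent added for 30–60 minutes at room temperature; luminescence read, quantitative HTS format.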
EPAC2 agonist = EPAC2 (human) agonism. Q8WZA2. EPAC2 activation, biochemical qHTS; response scale: 100% = 6.5 mM cAMP response. Potency, µM (top dose mostly 154 µM), for the others: at the highest dose activation, usual class: activators. 360,000 compounds, 0.079% hits. AID 720711; further: potency means the concentration at half of the fitted maximal effect; nearly all actives have a fitted effect of over 50% in size
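Each well held 100 nM EPAC2, 250 nM RAP1B-BODIPY-GDP and 50 uM GDP. Fluorescence, read at 5-min intervals to 30 min, was referenced to a 6.5 mM cAMP positive control.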
pAkt inh = inhibitors of Akt phosphorylation. Neuro2A IGF-stimulated pAkt S473 HTRF, 20 min; hits give low values. AID 651550. 360,000 compounds, 0.32% hits. activity change, % for hits at 50 µM; in the data active means activity change below about -80%; inconclusive means mostly about -51% to -80%; further: on the % scale 0 is the no-effect control and ±100 the full control effect
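Neuro2A cells (4,500/well, DMEM with 0.5% FBS) were treated with compound at a single 50 µM final concentration, stimulated with 6 nM IGF for 20 min at 37 °C, and lysed. Phospho-Akt Ser473 was read by HTRF as 665/615 ratio ×10^4.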
PTHR1 ag = agonists of human PTHR1 parathyroid hormone receptor | HEK293 GP2 PTHR1 cells, GloSensor cAMP luminescence, 1 h | Potency, µM (top dose mostly 115 µM), without a hit: top-dose activation, actives largely listed as activators | 410,000 compounds, 0.075% hits | AID 743266; further: potency means the concentration at half of the fitted maximal effect; nearly all actives have a fitted effect of over 55% in size; some results filed as inactive show a strong effect at the top dose; inactives centre near -15; many of its hits are not listed in these tables
Target sequence (Q03431 whole entry, looked up): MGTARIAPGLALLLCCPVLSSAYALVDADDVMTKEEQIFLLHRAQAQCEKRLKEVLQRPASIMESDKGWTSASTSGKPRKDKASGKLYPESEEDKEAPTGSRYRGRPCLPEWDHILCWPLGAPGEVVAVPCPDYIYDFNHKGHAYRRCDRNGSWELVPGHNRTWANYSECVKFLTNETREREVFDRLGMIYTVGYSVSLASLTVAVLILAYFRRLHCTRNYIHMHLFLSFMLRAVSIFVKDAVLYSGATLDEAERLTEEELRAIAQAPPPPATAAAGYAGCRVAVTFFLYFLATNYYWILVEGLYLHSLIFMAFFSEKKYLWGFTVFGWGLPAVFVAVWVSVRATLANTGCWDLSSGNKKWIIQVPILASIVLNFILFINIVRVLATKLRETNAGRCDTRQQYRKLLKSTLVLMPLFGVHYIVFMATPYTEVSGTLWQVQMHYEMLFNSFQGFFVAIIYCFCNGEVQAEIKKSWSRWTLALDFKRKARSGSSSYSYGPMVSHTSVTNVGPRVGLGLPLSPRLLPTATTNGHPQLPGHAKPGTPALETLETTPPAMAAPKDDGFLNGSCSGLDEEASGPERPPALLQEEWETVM
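HEK-293-derived GP2 cells expressing PTHR1 and a GloSensor cAMP reporter, 3,000/well, plated overnight, given luciferin plus IBMX (each 0.5 mM as added) for 1 h at 37 °C, then compound for 1 h at 37 °C. Luminescence was read after 15 min at room temperature.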
Mm-Cpn inhibitor = blocks the Methanococcus maripaludis chaperonin Mm-Cpn. purified Mm-Cpn ATPase, ADP Transcreener TR-FRET. Potency, µM (highest dose often 76.9 µM), for inactives: at the highest dose activity, negative = inhibition, actives largely listed as inhibitors. 330,000 compounds, 0.031% hits. AID 504842; further: potency means the concentration at half of the fitted maximal effect; on the % scale 0 is the no-effect control and ±100 the full control effect; nearly all actives have a fitted effect of over 80% in size
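Inhibition of chaperonin ATP hydrolysis is measured as reduced ADP production, detected by competitive TR-FRET in which signal falls with ADP. Final enzyme 25 nM and ATP 10 uM, reacted 30 min at 37°C.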
CCT chaperon mod = modulators of cytosolic chaperonin (CCT/TRiC) activity | purified chaperonin ATPase assay, HTRF ADP detection, 30 min | activity change, % (no concentration beside the values), hits read low | 360,000 compounds, 0.3% hits; in the data active means activity change below about -30%; further: on the % scale 0 is the no-effect control and ±100 the full control effect
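TRiC at 40 or 20 nM final (batch-dependent) in 30 mM Tris pH 7.4, 100 mM KCl, 5 mM MgCl2, 1 mM DTT, with compound at single 76 uM and 10 uM ATP, 30 min at 37 deg C. ADP detected by HTRF Transcreener, 665/615 ratio.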
EPAC2 antagonist = EPAC2 (human) antagonism. Q8WZA2. EPAC2 GEF exchange of Rap1B-BODIPY-GDP, fluorescence. Potency, µM (series often up to 114 µM), for the others: top-dose activity, negative = inhibition, most hits filed as inhibitors. 360,000 compounds, 0.18% hits. AID 720708; further: potency means the concentration at half of the fitted maximal effect; on the % scale 0 is the no-effect control and ±100 the full control effect; nearly all actives have a fitted effect of over 45% in size; many of its hits are not listed in these tables
DRD3 agonist = activates the human D3 dopamine receptor | max activation, % | 410,000 compounds, 0.58% hits | D3R DiscoveRx beta-arrestin cells, luminescence, 90 min | P35462; in the data active means max activation above about 30%; further: 0% is about no effect; mostly tested at two doses, the higher about 12 µM
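Agonist mode: compounds and dopamine controls were applied to plated cells for 90 min at 37 degrees C after an overnight attachment at 1500 cells/well. Luminescent read-out followed 30 - 60 minutes at room temperature with DiscoveRx detection reagent.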
Numbers without * were called inactive; i = inactive; ? = inconclusive; . = no result given; [ ] = another dose, or the depositor's remark. Unless noted, the call rests on the fitted dose curve; in most records, active means well fitted curve in the direction sought with a large enough effect; inconclusive means small, poorly fitted or top-dose-only effect, or another doubt; inactive means no such curve, though single readings can be large; an effect the other way counts as inactive or inconclusive. Not all compounds are listed (hit frequency here may not be typical).

Results follow in this order: D3 antag	EPAC2 agonist	pAkt inh	PTHR1 ag	Mm-Cpn inhibitor	CCT chaperon mod	EPAC2 antagonist	DRD3 agonist
Cc1ccc(CNC(=O)C2CC=CCC2C(=O)O)cc1 (stereo not drawn)
 : 10	2%	i	i	2%	-2.6	-12%	4
CCn1ncc(Cl)c1C(=O)NC(=S)Nc1c(C)cc(C)cc1[N+](=O)[O-]
 : -19	3%	i	i	1%	-4.2	4%	3
CCOc1ccc(C(=O)NC(=S)N2CCN(c3ccc(C(F)(F)F)cc3[N+](=O)[O-])CC2)cc1
 : 9	-6%	i	-20%	-1%	0.8	-8%	7
C=CCNc1nc(N2CCOCC2)nc(N2CCOCC2)n1
 : -24	10%	i	-17%	1%	1.5	15%	-4
O=C(Nc1cc([N+](=O)[O-])ccc1N1CCCC1)c1cccs1
 : -20	12%	i	-11%	1%	-3.0	-3%	-3
Cc1ccnc(NC(=O)CN2C(=O)c3ccccc3C2=O)c1
 : -4	9%	i	i	-1%	-0.2	-6%	3
O=C(O)C(Cc1c[nH]c2ccccc12)NS(=O)(=O)c1ccc(Cl)cc1 (stereo not drawn)
 : -8	1%	i	-8%	1%	-0.4	-22%	5
COc1ccc(N2CCN(CCC3Oc4cc([N+](=O)[O-])ccc4NC3=O)CC2)cc1 (stereo not drawn)
 : -7	12%	i	-31%[inhibitor]	-3%	-2.9	-18%	2
Nc1ccc(S(=O)(=O)Nc2nccc(/C=C/c3ccc(Cl)cc3Cl)n2)cc1
 : -14	9%	i	-17%	-1%	-2.2	1%	-14
Cc1noc(C(=O)N2CCN(c3ccc(F)cc3)CC2)c1Cl
 : -3	8%	i	-56%[inhibitor]	2%	-1.1	7%	0
COc1ccccc1Oc1coc2cc(OCC(N)=O)ccc2c1=O
 : -6	8%	i	i	0%	-1.2	3%	1
COC(=O)c1cccc([N+](=O)[O-])c1CS(=O)(=O)c1ccc(C)cc1
 : 1	-1%	i	-20%	0%	0.6	-13%	2
COc1ccc(/C=N/OCC(=O)N(Cc2ccccc2)c2ccccc2C(=O)O)cc1
 : 6	-3%	i	i	0%	-1.0	14%	-1
CC(=O)Nc1cccc(Oc2ccc3c(c2)C(=O)NC3=O)c1
 : -13	8%	i	i	-4%	0.7	-8%	2
CNC(=O)CN(C1CCCCC1)S(=O)(=O)c1ccc(OC)c(Cl)c1
 : 1	6%	i	i	0%	1.1	-2%	5
CC1(C(=O)N2Cc3ccccc3C2)CCN1C(=O)C1(c2ccccc2)CC1 (stereo not drawn)
 : 2	1%	i	i	.	-3.5	10%	-9
COc1ccc(-c2csc(N(CCCN(C)C)C(=O)c3cc(OC)c(OC)c(OC)c3)n2)cc1
 : -13	18%	i	9%	2%	-1.8	5%	-11
O=C(c1ccc2c(c1)OCCO2)N1CCN(c2ncc(C(F)(F)F)cc2Cl)CC1
 : 16	17%	i	-1%	-2%	1.6	-7%	1
c1ccc2c(c1)-c1cccc3cncc-2c13
 : 0	0%	i	-19%	.	1.4	-4%	1
CCOC(=O)c1cnc2c(C)c(-c3ccccc3)[nH]n2c1=O
 : -9	-10%	i	21%[57.5 µM]	-1%	-0.2	16%	3
CCCN1CCN(CC(=O)NCC(=O)Nc2cccc(C)c2C)CC1
 : -22	7%	i	-10%	-2%	-0.6	-4%	0
O=C(CSc1ccc(-c2cccnc2)nn1)N1CCCCC1
 : 0	13%	i	-9%	-3%	-3.0	7%	1
O=[N+]([O-])c1cccc(CP(=O)(c2ccccc2)c2ccccc2)c1
 : -22	-2%	i	-17%	0%	-0.7	11%	2
Cc1ccc(-n2c(SCC(=O)N(C)C)nnc2-c2ccco2)cc1
 : -1	10%	i	-36%[inhibitor]	1%	-0.9	0%	-4
CCC1(CC)NC(=O)N(CC(=O)OCc2nc3cc(C(=O)OC)ccc3c(=O)[nH]2)C1=O
 : 4	3%	i	i	0%	2.5	0%	2
Cc1csc(SCC(=O)Nc2ccccn2)n1
 : 23	12%	i	-5%	0%	-0.4	0%	-14
NC(=O)CC(NC(=O)Cc1cccc2ccccc12)c1ccc(N2CCC(N3CCCC3)CC2)c([N+](=O)[O-])c1 (stereo not drawn)
 : ?	8%	i	-13%	0%	-0.5	0%	-15
COc1ccc(NC(=O)CCC(=O)Nc2nnc(C(F)(F)F)s2)c(OC)c1
 : 24	-15%	i	i	1%	-0.5	4%	11
O=C(CN1CCN(c2ccccn2)CC1)N1CC(O)CO1 (stereo not drawn)
 : 3	1%	i	-6%	-1%	-1.1	4%	2
COC(=O)CCn1c(C)cc(C(=O)COc2ccccc2C(N)=O)c1C
 : 15	-7%	i	-51%[inhibitor]	1%	-0.3	3%	9

Reprinted at random: 6 entries already listed.
Results follow in this order: D3 antag	EPAC2 agonist	pAkt inh	PTHR1 ag	Mm-Cpn inhibitor	CCT chaperon mod	EPAC2 antagonist	DRD3 agonist
COc1ccc(NC(=O)CCC(=O)Nc2nnc(C(F)(F)F)s2)c(OC)c1
 : 24	-15%	i	i	1%	-0.5	4%	11
COc1ccc(-c2csc(N(CCCN(C)C)C(=O)c3cc(OC)c(OC)c(OC)c3)n2)cc1
 : -13	18%	i	9%	2%	-1.8	5%	-11
O=[N+]([O-])c1cccc(CP(=O)(c2ccccc2)c2ccccc2)c1
 : -22	-2%	i	-17%	0%	-0.7	11%	2
O=C(CSc1ccc(-c2cccnc2)nn1)N1CCCCC1
 : 0	13%	i	-9%	-3%	-3.0	7%	1
O=C(c1ccc2c(c1)OCCO2)N1CCN(c2ncc(C(F)(F)F)cc2Cl)CC1
 : 16	17%	i	-1%	-2%	1.6	-7%	1
CC1(C(=O)N2Cc3ccccc3C2)CCN1C(=O)C1(c2ccccc2)CC1 (stereo not drawn)
 : 2	1%	i	i	.	-3.5	10%	-9

(more compounds)
Results follow in this order: D3 antag	EPAC2 agonist	pAkt inh	PTHR1 ag	Mm-Cpn inhibitor	CCT chaperon mod	EPAC2 antagonist	DRD3 agonist
Cc1ccc(C)c(NS(=O)(=O)c2ccc(OCC(=O)NCc3ccco3)cc2)c1
 : 17	4%	i	-9%[57.5 µM]	1%	-1.4	12%	5
Cc1c(C(=O)OCC(=O)N2CCCC2)cccc1[N+](=O)[O-]
 : -24	-7%	i	-22%	0%	0.8	-6%	-13
COc1ccc(C2Nc3ccccc3C(=O)N2c2ccccc2)cc1CN1CCOCC1 (stereo not drawn)
 : 0	8%	i	-6%	0%	0.3	1%	12
COC(=O)c1cn(NC(=O)c2cnccn2)c(=O)c2ccccc12
 : -18	-2%	i	i	-6%	0.8	1%	2
CCc1ccc2[nH]c(=O)c(C3C(C#N)=C(N)Oc4c3ccc3cccnc43)cc2c1 (stereo not drawn)
 : 18	-7%	i	-19%[57.5 µM]	1%	0.4	-4%[57.1 µM]	-8
CC1CCCN(S(=O)(=O)c2ccc(NC(=O)CN3CCCCC3)cc2)C1 (stereo not drawn)
 : -14	15%	i	17%	-2%	-3.2	2%	-13
Cc1nc2ccccc2nc1SCC(=O)N1CCC(C)CC1
 : 7	9%	i	-18%	-7%	-0.5	6%	27
CSCCC(NC(=O)c1ccc(Cl)cc1)C(=O)OCC(=O)Nc1ccc(C#N)cc1 (stereo not drawn)
 : -6	15%	i	9%	-7%	-5.7	-1%	0
COc1ccc(S(=O)(=O)Nc2ccccc2C(=O)Nc2nc(-c3ccc(F)cc3)cs2)cc1OC
 : 21	13%	i	-24%	-14%	-2.2	-14%	8
COc1ccc2cc(-c3[nH]ncc3CN3CCCCO3)ccc2c1
 : 3	1%	i	i	-2%	0.2	2%	5
CC(=O)NS(=O)(=O)c1ccc(NS(=O)(=O)c2ccc3ccccc3c2)cc1
 : -7	3%	i	i	3%	1.6	1%	2
CN(C)C(=S)Oc1ccccc1C1(C)OCCO1
 : 8	6%	i	i	.	-0.3	1%	11
CCCCCCN1C[C@@H](n2cc(C3CC3)nn2)[C@H](O)C[C@@H]1c1ccc(OC)cc1
 : -2	-8%	i	-50%[inhibitor]	.	-0.9	?	1
Cc1cc(C(=O)NNC(=S)NC(=O)/C=C/c2ccccc2Cl)n[nH]1
 : 25	10%	i	i	1%	0.2	-5%	14
CCOC(=O)c1ccc(NC(=O)CSc2nnc(COc3ccccc3OC)n2C)cc1
 : -9	8%	i	i	2%	2.2	9%	-2
COCCN1C(=O)CCC1(C)c1nnnn1Cc1ccccc1 (stereo not drawn)
 : 0	2%	i	i	.	-1.6	7%	6
O=C(Nc1cc(C(F)(F)F)cc(C(F)(F)F)c1)Nc1cnn(-c2ccc([N+](=O)[O-])cc2)c1C(F)(F)F
 : 6	-6%	i	-25%	0%	0.0	-9%	5
CC(=O)Oc1ccc(OC(C)=O)c2c1C1C=CC2CC1
 : -21	16%	i	9%	.	-3.5	-8%	-12
CC(C)(C)c1ccc(OCCn2ccccc2=O)cc1
 : 4	-5%	i	-13%[57.5 µM]	0%	-2.4	-6%	-3
O=C1CC(=Nc2ccccc2)NN1c1ccccc1
 : -8	2%	i	-1%[57.5 µM]	1%	0.9	-4%	3
COc1ccccc1CCC(=O)OCC(=O)Nc1ccc(C)c(S(=O)(=O)N2CCCCC2)c1
 : 9	11%	i	i	-1%	-3.4	-5%	4
Cn1cccc1Cc1nnc(SCC(=O)Nc2ccccc2F)n1CCc1ccccc1
 : 1	11%	i	-34%[inhibitor]	-12%	-0.5	-5%	3
COc1ccc(S(=O)(=O)N2CCC(NC(=O)C3CCCCC3)CC2)cc1
 : 1	-2%	i	-38%[inhibitor]	0%	1.4	4%	-3
O=C(COc1ncnc2ccccc12)N1CCOCC1
 : 11	-2%	i	i	1%	3.0	12%	-6
c1cnc2c(OCc3cn4cccnc4n3)cccc2c1
 : ?	4%	i	4%[57.5 µM]	1%	-3.8	-3%	-11
Cn1c(=O)c2c(nc(OC3CCCCCC3)n2C)n(C)c1=O
 : -20	-2%	i	0%	.	-0.5	-2%	7
Cc1ccc(C(NC(=O)c2ccccc2)C(Cl)Cl)cc1 (stereo not drawn)
 : 5	4%	i	-39%[inhibitor]	1%	-0.1	-12%	-12
